N-glyco inh = blocks N-linked glycosylation in D54 reporter cells. D54 ERlucT glycosylation luciferase reporter, 24 h; percent of 100 nM tunicamycin response. reporter increase, % at 12.5 µM. 0.23% of 360,000 active;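 active = mean luciferase reporter signal, scaled so untreated is 0 and the glycosylation-blocking control 100, at or above a set limit in every replicate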;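 note: luciferase carries N-glycosylation sites so blocking glycosylation raises the light; 0% = median of neutral control wells and 100% = median of 100 nM tunicamycin wells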
iPSC survival up = increases survival of single human iPS cells. hiPSC single-cell survival, ATPlite luminescence; 100% = ROCK inhibitor wells, 0% = DMSO. survival enhancement, % at 20 µM. 0.044% of 360,000 active; in the data active = survival enhancement above about 18%;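 note: cells exposed to compounds for 16 hours before the ATP read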
m5-HT2A agonist = mouse HTR2A agonism via beta-arrestin recruitment; CHO-K1 mHTR2A beta-arrestin complementation, luminescence; percent of 30 µM serotonin response; P35363; activation, % at 7.6 µM; 0.66% of 360,000 active;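 active = activation above a run cutoff, the mean activation of all tested compounds plus 3 SD, cut at about 14% in these data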;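 note: 0% = plate median of compound wells and 100% = 30 µM serotonin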
H9c2 protect = modulators protecting cardiomyocytes from myocardial damage | H9c2 cardiomyocytes, H2O2 injury protection, ATPLite, 2 h | protection from H2O2 cell death, % at 20 µM | 0.63% of 360,000 active;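 active = compounds giving at least 50% protection of heart cells from peroxide-induced death in the single-dose screen, raw or plate-pattern-corrected value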;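 note: 0% = DMSO wells with peroxide and 100% = DMSO wells without peroxide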
ABHD5 PLIN5 PPI = ABHD5-PLIN5 protein interaction inhibition; Q00G26+Q8WTS1; Split G. princeps luciferase complementation, luminescence, 4 h; inhibition, % at 4 µM; 0.78% of 360,000 active; AID 602281;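 active = inhibition above the mean inhibition across every tested compound plus 3 SD, cut at about 22% in these data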;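 note: 0% = DMSO only wells and the 100% control is not disclosed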
Target sequence (Q00G26 whole entry, looked up): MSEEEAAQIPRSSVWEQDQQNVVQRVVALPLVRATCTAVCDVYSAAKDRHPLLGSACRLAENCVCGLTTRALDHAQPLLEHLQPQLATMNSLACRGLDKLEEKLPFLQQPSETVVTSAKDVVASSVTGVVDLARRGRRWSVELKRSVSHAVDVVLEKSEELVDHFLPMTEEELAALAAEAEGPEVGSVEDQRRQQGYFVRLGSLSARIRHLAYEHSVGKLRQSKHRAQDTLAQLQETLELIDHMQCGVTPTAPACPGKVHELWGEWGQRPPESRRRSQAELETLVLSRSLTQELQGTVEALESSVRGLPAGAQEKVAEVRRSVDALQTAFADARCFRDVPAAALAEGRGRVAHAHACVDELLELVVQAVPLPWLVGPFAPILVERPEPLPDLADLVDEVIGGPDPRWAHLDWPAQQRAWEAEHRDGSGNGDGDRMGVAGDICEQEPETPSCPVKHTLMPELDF
Target sequence (Q8WTS1 whole entry, looked up): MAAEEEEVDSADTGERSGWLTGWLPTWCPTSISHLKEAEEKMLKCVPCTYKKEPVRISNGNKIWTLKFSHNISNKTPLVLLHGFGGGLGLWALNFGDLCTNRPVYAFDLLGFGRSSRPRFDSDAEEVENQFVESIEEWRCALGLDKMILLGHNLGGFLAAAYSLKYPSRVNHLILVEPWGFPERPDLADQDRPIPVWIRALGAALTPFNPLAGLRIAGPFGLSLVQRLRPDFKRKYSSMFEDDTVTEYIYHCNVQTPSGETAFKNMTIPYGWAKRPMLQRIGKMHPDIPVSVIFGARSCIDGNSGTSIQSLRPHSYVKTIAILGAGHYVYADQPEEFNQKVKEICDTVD
Exocytosis inh = blocks lytic granule exocytosis; inhibition, % at 10 µM; TALL-104 LAMP-1 surface exposure, flow cytometry; cells stimulated with thapsigargin and PMA; 0.66% of 360,000 active;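 active = inhibition above about 55%, limit read from the data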
MC4R antagonist = blocks human MC4R cAMP signaling | P32245 | MC4R-expressing cells, MTII-stimulated cAMP, LANCE TR-FRET | inhibition, % at 6.5 µM | 0.48% of 360,000 active | AID 540295;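 active = inhibition above its plate's cutoff, the mean of tested wells on that plate plus 3 SD, cut at about 29% in these data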;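 note: 0% = Melanotan II alone and 100% = Melanotan II plus saturating MCL0020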
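Assay system: U2OS cells stably expressing human melanocortin 4 receptor (MC4R) / Dosing: 6.5 µM / Timing: compound 30 min, challenge 1 h, detection 1 h / Measured by: Eu-cAMP/anti-cAMP TR-FRET, emission 671 nm / Replicates: singlicate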
ABCB6 inh MLPCN = human ABCB6 transporter inhibition; K562-ABCB6 porphyrin accumulation, flow cytometry, 1 h; stronger effect = lower value; Q9NP58; 0.19% of 360,000 active; AID 602162; fluorescence ratio to DMSO, % at 10 µM;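 active = fluorescence ratio to DMSO below 75%, the collection mean minus 3 SD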;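 note: signal is porphyrin accumulated inside mitochondria; 100% equals median channel fluorescence of DMSO control wells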
aDG glyco act = increases alpha dystroglycan glycosylation | Pro5-aDG cells, alpha-DG glycosylation AlphaScreen (IIH6); 0% Pro5, 100% B10-LARGE cell signal | activation, % at 10 µM | 0.22% of 360,000 active | AID 624168;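 active = activation of at least 8% versus controls, or a plate z-score of at least 8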;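 note: Pro5 are CHO cells carrying HIG-tagged alpha-DG that lacks glycosylation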
MC4R barr agon = human MC4R agonism via beta-arrestin; P32245; U2OS MC4R beta-arrestin complementation, luminescence; percent of melanotan II response, DMSO zero; activation, % at 8.9 µM; 0.98% of 360,000 active; AID 540308;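 active = activation above a per-plate cutoff, the mean activation of sample wells on that plate plus 3 SD, cut at about 8% in these data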
* = called active by the depositor; nt = not tested or not shown.

SMILES | N-glyco inh | iPSC survival up | m5-HT2A agonist | H9c2 protect | ABHD5 PLIN5 PPI | Exocytosis inh | MC4R antagonist | ABCB6 inh MLPCN | aDG glyco act | MC4R barr agon
CCOc1ccc(S(=O)(=O)Nc2nccs2)cc1 | 2 | -0.6 | -1 | 2 | 1 | -2 | 18 | 101 | 0.8 | -1.6
COc1ccccc1C(=O)NCC(=O)Nc1ccccc1 | 1 | -1.3 | 4 | -7 | -1 | 2 | 5 | 100 | 0.0 | -0.8
C#CCOC(=O)Nc1cccn(Cc2c(Cl)cccc2Cl)c1=O | 24 | 3.5 | 0 | 0 | -2 | 6 | -14 | 94 | -0.1 | -1.4
Cc1ccccc1OCC(=O)OCC(=O)NCc1ccccc1Cl | 3 | 0.3 | 7 | 11 | 6 | -1 | 6 | 94 | -0.3 | -0.4
CCCNC(=O)C1CN(C(=O)c2nn(Cc3ccccc3)c(=O)c3ccccc23)c2ccccc2O1 (stereo not drawn) | -4 | 0.1 | -3 | 7 | 12 | -4 | 9 | 98 | 0.0 | -1.5
Cn1c(=O)c2nnn(/N=C(\c3ccccc3)C3CC3)c2n(C)c1=O | 3 | 4.6 | 2 | -11 | 1 | 8 | 8 | 95 | 0.0 | -2.6
Cc1nnc(SCC(=O)Nc2ccc(N(C)C)cc2)n(N)c1=O | 0 | 0.3 | 5 | -1 | 1 | -1 | -4 | 101 | 0.1 | -0.3
CC(C)c1ccc(NC2CCCN(C(=O)c3cnn(C(C)C)c3)C2)cc1 (stereo not drawn) | 2 | 0.2 | 3 | -4 | -2 | 1 | 1 | 96 | 0.2 | -3.0
CC1=CC(=C2N=C(c3ccccc3)OC2=O)C=C(C)O1 | -1 | -2.7 | 1 | 1 | 3 | -6 | -4 | 92 | -0.1 | -1.1
COc1ccc(CCNC(=O)CCCn2c(=S)[nH]c3ccsc3c2=O)cc1OC | 1 | 3.9 | -3 | 2 | -3 | 0 | 4 | 97 | 0.0 | -0.3
O=c1[nH]c(=S)[nH]c2c1C(C1CCCCC1)OC(C1CCCCC1)C2 (stereo not drawn) | nt | -0.7 | 0 | nt | 4 | -1 | nt | 101 | 0.2 | nt
CCN(CC)C(=S)SCC(=O)Nc1cccc(C(F)(F)F)c1 | -4 | 0.0 | -5 | -18 | 2 | -3 | -7 | 90 | 0.5 | 1.9
CSCCC(c1nnnn1C(C)(C)C)N1CCN(C/C=C/c2ccccc2)CC1 (stereo not drawn) | -1 | -1.2 | -3 | 3 | 0 | -6 | nt | 100 | -0.1 | nt
CCC(=O)c1ccc(OCC(=O)OCC(=O)NCC2CCCCC2)cc1 | 1 | -0.5 | 0 | 8 | -2 | -2 | 20 | 96 | 0.0 | -3.4
COc1ccc(NC(=O)CN(C)C(=O)c2cc3c(s2)CCC3)cc1 | 0 | 0.8 | -11 | -3 | 11 | 3 | -4 | 95 | -0.1 | -5.2
Cc1ccc(NC(=O)CSc2ncccn2)cc1S(=O)(=O)N1CCCCC1 | -3 | -0.4 | 1 | 2 | -3 | 0 | 8 | 96 | 0.6 | -2.2
COCC(C)n1c(C)cc(C(=O)COC(=O)c2ccc3ncsc3c2)c1C (stereo not drawn) | -2 | -1.3 | 1 | 9 | -4 | 1 | -2 | 88 | 0.0 | -2.3
CC1(C(=O)Nc2cccc3cccnc23)CCN1C(=O)CC1CC1 (stereo not drawn) | 0 | -1.6 | -2 | -1 | 4 | 3 | 1 | 99 | 0.0 | 0.2
CCCc1cc(=O)n2[nH]c(C)cc2n1 | -1 | 1.2 | 3 | 4 | 2 | 0 | 3 | 93 | 2.0 | -1.1
COc1cc(/C=N/NC(=O)Cc2ccc(Br)cc2)cc(OC)c1O | 0 | 0.0 | -1 | -3 | 3 | -5 | 22 | 95 | 0.4 | -1.3
O=C(COC(=O)[C@H](Cc1ccccc1)NC(=O)c1cccs1)Nc1ccccc1C(F)(F)F | -4 | 0.9 | -1 | -1 | 2 | -8 | 20 | 95 | 0.2 | -1.7
COCCNC(=O)CCCn1c(=O)c2cc(OC)c(OC)cc2n(CC(=O)Nc2ccc(C)c(F)c2)c1=O | 0 | 0.1 | -1 | -2 | 0 | -1 | 6 | 105 | 0.1 | -1.8
COc1ccc(CCNC(=O)C2CCN(S(=O)(=O)c3ccc(C)cc3)CC2)cc1 | 0 | 0.1 | -1 | -5 | -1 | -4 | -2 | 100 | 0.0 | -0.3
Nc1ccc(N2CCOCC2)c2nonc12 | 0 | 0.6 | 0 | 1 | -13 | 0 | -5 | 100 | 0.4 | -2.9
COc1ccc(CC(=O)NCC2CCCN(Cc3ccccc3Cl)C2)cc1 (stereo not drawn) | -4 | 0.1 | 0 | 7 | -11 | 14 | 12 | 100 | -0.1 | 0.4

(continued)
SMILES | N-glyco inh | iPSC survival up | m5-HT2A agonist | H9c2 protect | ABHD5 PLIN5 PPI | Exocytosis inh | MC4R antagonist | ABCB6 inh MLPCN | aDG glyco act | MC4R barr agon
CCOC(=O)CNC(=O)c1cccnc1Oc1ccc(Cl)cc1 | 0 | 0.2 | 6 | 4 | 5 | 5 | -2 | 101 | -0.1 | 0.8
Oc1ccc(Br)cc1CNc1cccc2cccnc12 | 3 | -0.3 | -1 | -11 | -13 | -13 | -9 | 102 | 0.6 | 1.2
O=S(=O)(Nc1ccc(-n2cccc2)cc1)c1ccc(Cl)c(Cl)c1 | 2 | 0.2 | -4 | -2 | -11 | 0 | -4 | 119 | -0.1 | 5.7
COc1ccc2c(Cl)c(C(=O)NN)sc2c1 | 1 | -1.8 | 7 | 8 | 2 | 1 | -3 | 104 | 0.1 | 3.7
CCc1ccc(OCC(=O)NNC(=O)Cc2c(F)cccc2Cl)cc1 | 1 | 0.1 | 1 | -1 | 3 | 1 | 4 | 90 | -0.1 | -2.5
COc1ccc(CCNC(=O)CC(c2ccccc2)c2cc(C)ccc2O)cc1OC (stereo not drawn) | -3 | -0.5 | 0 | -6 | -5 | 16 | 6 | 96 | -0.1 | -0.7
Cc1noc(C)c1C(=O)N(CC(=O)Nc1ccc(Cl)c(C(F)(F)F)c1)Cc1ccco1 | 1 | -0.3 | -5 | -10 | 14 | -1 | 6 | 98 | 0.0 | 1.7
CC(C)(C)OC(=O)[C@H](Cc1ccccc1)NC(=O)c1nc[nH]c1C(=O)NCCCCCN | 0 | 3.0 | 3 | -4 | 4 | -4 | 0 | 93 | 0.5 | 1.5
Cc1cccn2cc(COc3ccc(-c4ccccc4)cc3)nc12 | -14 | -0.5 | -7 | -20 | 4 | 3 | -3 | 99 | 0.1 | -1.1
Oc1ccccc1C1NN=C(c2ccccc2)S1 (stereo not drawn) | -16 | -1.0 | 4 | -20 | -9 | -4 | -3 | 95 | 0.0 | 2.3
COc1ccc(/C=C(/NC(=O)c2ccccc2)C(=O)NCc2ccco2)cc1 | 3 | -0.2 | 0 | 2 | -7 | -2 | -3 | 100 | 0.0 | -1.4
CCOC(=O)C1CCCN(C(=O)c2ccc(S(=O)(=O)N3CCOCC3)cc2)C1 (stereo not drawn) | 3 | 0.2 | 6 | 0 | -8 | 4 | 2 | 95 | -0.1 | -1.9
Cc1ccc(S(=O)(=O)N2CCCC2C(=O)n2nc(C)cc2C)cc1 (stereo not drawn) | 3 | 3.2 | 1 | -8 | -8 | -12 | -1 | 100 | 0.1 | -0.7
COc1ccc2cc(C[C@@H]3CC[C@@H](CO)O3)ccc2c1 | -2 | -2.5 | 3 | -14 | -3 | -3 | -1 | 99 | 0.0 | -2.1
C[C@@H]1CN([C@@H](C)CO)C(=O)c2cc(C3=CCCCC3)cnc2O[C@H]1CN(C)C(=O)Nc1cccc(F)c1 | -2 | 3.7 | 7 | -6 | 4 | 3 | 8 | 104 | -0.3 | -0.5
COC(=O)c1c(S(C)(=O)=O)nc(-c2ccccc2)[nH]c1=O | -3 | 4.1 | 1 | 2 | 10 | 2 | 16 | 102 | 0.2 | 0.5
COc1ccc(NC(=O)CSCc2ccc(C#N)cc2)c(OC)c1 | 0 | -0.7 | 4 | -6 | 8 | -13 | 1 | 98 | 0.0 | -0.4
COc1ccc(C(=O)/C=C/c2ccc(O)cc2)c(O)c1C/C=C(\C)CCC=C(C)C | -2 | -0.3 | -1 | -9 | -11 | 4 | -2 | 96 | -0.1 | 1.0
CC1CCN(C(=O)COc2cccc3c2CCN(C)C3=O)CC1 | 2 | 0.0 | -4 | 4 | -6 | -2 | -7 | 94 | 0.2 | -1.6
CC(=O)c1ccc(NC(=O)CSc2ccc3nnc(-c4cccnc4)n3n2)cc1 | 5 | 0.8 | 1 | 12 | -4 | 0 | -1 | 95 | 0.0 | -0.5
COc1cc(C)nc(-c2csc(C)n2)n1 | 0 | -0.5 | 7 | 3 | 3 | -2 | -5 | 99 | 0.0 | -1.9
COc1ccccc1C(=O)Nc1ccc2c(c1)nc(CN1CCCCC1)n2C | -4 | -0.6 | -5 | -1 | -1 | -2 | 4 | 96 | -0.2 | -1.3
Cc1ccc(S(=O)(=O)N2C[C@H]3[C@H]4C(=O)N(c5ccccc5)C(=O)[C@H]4C[C@H](OC(=O)NCc4ccccc4F)[C@@]3(O)C2)cc1 | 0 | 0.3 | 7 | 2 | -1 | 4 | 8 | 94 | 0.1 | 3.0

A second format for 4 compounds above:
CCc1ccc(OCC(=O)NNC(=O)Cc2c(F)cccc2Cl)cc1
  N-glyco inh: 1 | iPSC survival up: 0.1 | m5-HT2A agonist: 1 | H9c2 protect: -1 | ABHD5 PLIN5 PPI: 3 | Exocytosis inh: 1 | MC4R antagonist: 4 | ABCB6 inh MLPCN: 90 | aDG glyco act: -0.1 | MC4R barr agon: -2.5

COc1ccc(CCNC(=O)CC(c2ccccc2)c2cc(C)ccc2O)cc1OC (stereo not drawn)
  N-glyco inh: -3 | iPSC survival up: -0.5 | m5-HT2A agonist: 0 | H9c2 protect: -6 | ABHD5 PLIN5 PPI: -5 | Exocytosis inh: 16 | MC4R antagonist: 6 | ABCB6 inh MLPCN: 96 | aDG glyco act: -0.1 | MC4R barr agon: -0.7

Cc1noc(C)c1C(=O)N(CC(=O)Nc1ccc(Cl)c(C(F)(F)F)c1)Cc1ccco1
  N-glyco inh: 1 | iPSC survival up: -0.3 | m5-HT2A agonist: -5 | H9c2 protect: -10 | ABHD5 PLIN5 PPI: 14 | Exocytosis inh: -1 | MC4R antagonist: 6 | ABCB6 inh MLPCN: 98 | aDG glyco act: 0.0 | MC4R barr agon: 1.7

CC(C)(C)OC(=O)[C@H](Cc1ccccc1)NC(=O)c1nc[nH]c1C(=O)NCCCCCN
  N-glyco inh: 0 | iPSC survival up: 3.0 | m5-HT2A agonist: 3 | H9c2 protect: -4 | ABHD5 PLIN5 PPI: 4 | Exocytosis inh: -4 | MC4R antagonist: 0 | ABCB6 inh MLPCN: 93 | aDG glyco act: 0.5 | MC4R barr agon: 1.5

Screening results (PubChem)
